Screens deposited in PubChem BioAssay by The Scripps Research Institute Molecular Screening Center.
HGIII-sPLA2 inh – Inhibits HGIII-sPLA2 liposome hydrolysis, primary screen; Q9NZ20; QFRET BODIPY PC-A2 liposome hydrolysis, fluorescence; inhibition, % at 12.2 µM; actives 0.56% (n = 370,000);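 active = inhibition above mean plus 3 SD of compounds lying within the high and low control bounds, cut at about 19% in these data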;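 note: 0% = median of test compound wells and 100% = no enzyme DMSO wells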
ADAM10 inh – inhibitors of human ADAM10; O14672; recombinant ADAM10, EDANS/DABCYL FRET peptide cleavage, 3 h; inhibition, % at 7 µM; actives 0.62% (n = 370,000);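 active = inhibition above a per-campaign cutoff equal to the mean of compounds falling between control-based bounds plus 3 SD, cut at about 20% in these data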;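 note: 0% = DMSO wells while the 100% control is not disclosed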
DAX1 inh-1 – blocks DAX1 repression of SF-1 activated StAR promoter; HEK293T StAR-luciferase reporter, SF-1/DAX-1 repression relief; AID 652010; inhibition, % at 6.8 µM; actives 1.1% (n = 370,000);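 active = inhibition above the mean over all tested compounds plus 3 SD, cut at about 3.6% in these data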;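 note: 0% = DAX-1 cells with DMSO and 100% = cells lacking DAX-1 with DMSO; higher inhibition means more luminescence from relief of DAX-1 repression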
ADAM17 inh – inhibits human ADAM17; P78536; recombinant ADAM17, EDANS/DABCYL FRET peptide cleavage; inhibition, % at 6.95 µM; actives 0.83% (n = 370,000); AID 720648;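 active = inhibition above the mean of compounds lying between control limits plus 3 SD, set per campaign, cut at about 8.5% in these data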;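 note: 0% = DMSO-only wells as the low control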
hgDAF12 agonist – activates the H. glycines DAF-12 receptor ligand-binding domain | HEK293 GAL4-hgDAF12 UAS-luciferase reporter, agonist luminescence; normalized to butyrate control | activation, % at 6.8 µM | actives 1.8% (n = 370,000);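 active = activation above a cutoff set at the mean of all screened compounds plus 3 SD, cut at about 10% in these data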;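 note: 0% = DMSO wells and 100% = sodium butyrate wells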
hcDAF12 agonist – activates DAF-12 receptor from parasite H. contortus; HEK293 hcDAF-12 lit1-tk-luc reporter, luminescence; 0% DMSO, 100% Δ7-dafachronic acid; activation, % at 6.8 µM; actives 1.4% (n = 370,000);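 active = activation above the mean of all tested compounds plus 3 SD, cut at about 5.5% in these data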;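 note: 100% = response to 3 µM Δ7-dafachronic acid high control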
ssDAF-12 act – activators of S. stercoralis DAF-12 nuclear receptor; activation, % at 6.8 µM; actives 1% (n = 370,000); HEK293 ssDAF-12/GRIP1 lit1-tk-luc reporter, luminescence; % of 3 µM dafachronic acid response;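 active = activation above the mean over all tested compounds plus 3 SD, cut at about 0.9% in these data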;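 note: 0% = DMSO-only wells and 100% = 3 µM delta7-dafachronic acid wells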
DAX1 inh-2 – inhibitors of human orphan nuclear receptor DAX1 (NR0B1); HEK293 Gal4-DAX1 luciferase reporter, luminescence; P51843; AID 504766; actives 0.99% (n = 340,000); inhibition, % at 6.75 µM;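 active = inhibition above the mean over all tested compounds plus 3 SD, cut at about 4.2% in these data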;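 note: 0% = DAX1-transfected cells with DMSO and 100% = empty-vector control cells with DMSO; inhibition shows as a rise in luminescence from relieved DAX1 repression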
FXN GAA850 act – increases GAA850 frataxin promoter reporter activity; activation, % at 6 µM; HEK293 lucGAA850 FXN promoter luciferase reporter, 24 h; percent of 10 µM SAHA response; actives 0.56% (n = 360,000);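 active = activation above the average of all compounds screened plus 3 SD, cutoff fixed separately per campaign, cut at about 7.5% in these data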;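 note: 0% = DMSO wells and 100% = 10 µM SAHA wells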
PLCb3 inh – inhibitors of human phospholipase C beta3; Q01970; Purified PLC-beta3, fluorogenic substrate, fluorescence; inhibition, % at 12.2 µM; actives 0.18% (n = 370,000); AID 720704; in the data active = inhibition above about 11%;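 note: 0% = median of compound wells on plate and 100% = full blocker control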
PLCg1 inh – blocks human PLC-gamma1 enzyme activity | inhibition, % at 12.2 µM | actives 0.84% (n = 370,000) | purified PLC-gamma1, fluorogenic substrate, fluorescence | P19174; in the data active = inhibition above about 9.5%
Target sequence (P19174 whole entry, looked up): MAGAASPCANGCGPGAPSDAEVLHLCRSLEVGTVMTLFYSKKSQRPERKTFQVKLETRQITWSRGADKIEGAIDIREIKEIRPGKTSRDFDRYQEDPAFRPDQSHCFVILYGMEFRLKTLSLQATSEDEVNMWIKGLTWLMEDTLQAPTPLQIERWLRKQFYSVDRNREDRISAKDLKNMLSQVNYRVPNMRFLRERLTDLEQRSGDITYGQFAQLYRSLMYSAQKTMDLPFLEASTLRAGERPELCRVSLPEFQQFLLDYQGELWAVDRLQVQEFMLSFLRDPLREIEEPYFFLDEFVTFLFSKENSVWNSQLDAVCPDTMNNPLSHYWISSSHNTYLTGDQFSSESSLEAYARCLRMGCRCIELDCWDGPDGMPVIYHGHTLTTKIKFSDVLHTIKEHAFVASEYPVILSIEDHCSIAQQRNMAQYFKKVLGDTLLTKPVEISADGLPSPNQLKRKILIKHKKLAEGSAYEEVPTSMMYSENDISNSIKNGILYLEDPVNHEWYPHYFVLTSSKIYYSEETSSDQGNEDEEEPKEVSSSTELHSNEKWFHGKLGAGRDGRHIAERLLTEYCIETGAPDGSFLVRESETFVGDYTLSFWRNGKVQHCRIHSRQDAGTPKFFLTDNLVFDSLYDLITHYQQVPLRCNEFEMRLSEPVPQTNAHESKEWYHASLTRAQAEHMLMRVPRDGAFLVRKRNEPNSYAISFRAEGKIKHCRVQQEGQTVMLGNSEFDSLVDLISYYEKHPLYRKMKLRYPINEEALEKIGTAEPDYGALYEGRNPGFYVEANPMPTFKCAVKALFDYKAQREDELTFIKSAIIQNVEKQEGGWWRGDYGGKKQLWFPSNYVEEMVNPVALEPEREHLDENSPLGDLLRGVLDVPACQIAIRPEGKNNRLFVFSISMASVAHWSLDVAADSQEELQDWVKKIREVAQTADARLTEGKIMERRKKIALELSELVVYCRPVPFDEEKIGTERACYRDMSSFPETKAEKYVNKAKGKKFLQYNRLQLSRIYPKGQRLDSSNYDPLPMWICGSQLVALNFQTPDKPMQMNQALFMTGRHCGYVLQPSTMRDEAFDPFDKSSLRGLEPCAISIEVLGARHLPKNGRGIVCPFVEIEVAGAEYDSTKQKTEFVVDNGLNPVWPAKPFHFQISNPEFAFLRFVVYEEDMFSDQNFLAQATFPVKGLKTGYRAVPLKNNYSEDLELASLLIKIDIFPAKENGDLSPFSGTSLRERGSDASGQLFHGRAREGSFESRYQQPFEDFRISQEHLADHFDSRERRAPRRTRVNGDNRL
Numbers without * were called inactive; x = no result given.

Every second line gives: HGIII-sPLA2 inh, ADAM10 inh, DAX1 inh-1, ADAM17 inh, hgDAF12 agonist, hcDAF12 agonist, ssDAF-12 act, DAX1 inh-2, FXN GAA850 act, PLCb3 inh, PLCg1 inh
- O=C1c2cccc3cccc(c23)C(=O)N1c1ccncc1
  5.6, -107.9, -0.6, -33.3, -1.9, -1.2, -1.0, 0.2, -0.2, -6.1, -1.7
- COc1ccc(NC(=O)CCNS(=O)(=O)c2cccc3nsnc23)c(OC)c1
  -1.3, 0.1, 0.0, -0.4, -1.0, -1.0, -0.4, -0.5, -1.1, 1.4, 1.3
- Cc1cccc(C=NOCCc2ccccc2)n1
  5.8, -13.1, 2.1, -3.7, 5.7, 0.0, -0.6, 3.8, 6.2, -0.3, -0.2
- O=C(NCc1nnnn1-c1ccc(Cl)cc1)c1ccc2c(c1)OCO2
  5.5, -3.6, -0.1, -8.2, -1.5, 0.6, -0.9, 0.5, 1.2, 0.3, -1.2
- C[C@H]1[C@@H](c2ccccc2)Oc2ccc(Cl)cc2S(=O)(=O)N1Cc1cccc(F)c1
  8.3, -15.3, 0.4, 2.3, -0.2, -0.5, -1.2, x, x, -4.7, 2.6
- O=C(NCc1cccnc1)Nc1ccccc1
  -4.1, -2.6, 0.3, 0.9, 2.1, 1.4, 1.0*, -0.1, -1.2, 3.5, -1.9
- Cc1ccc(C(=O)N2c3ccccc3OCC2C)cc1 (centres undefined)
  -4.7, -7.5, -0.3, -3.2, 0.7, -0.8, -1.1, 0.8, 1.3, -0.9, 0.4
- Cc1ccc(C(=O)Nc2ncccc2O)o1
  1.8, -6.0, 6.0*, -2.2, 8.7, 1.3, -0.3, 2.9, 3.7, -5.2, -1.3
- COc1cc(CNn2cn[nH]c2=S)ccc1OCC(=O)NC(C)(C)C
  0.8, 4.0, 0.1, 0.1, 1.7, -2.2, -1.8, -1.1, 0.0, -4.7, 3.0
- CC(=O)C1=C(O)C(=O)N(C)C1c1ccccc1[N+](=O)[O-] (centres undefined)
  24.9*, -51.0, -0.4, -24.2, -2.1, 5.1, 2.0*, 2.2, 2.4, -39.9, -30.9
- C/C(=N\NC(=O)c1ccc(Cl)cc1)c1ccccn1
  -2.5, -3.0, 0.6, -0.6, -0.9, -0.3, -0.6, 1.9, 1.6, -6.7, -2.4
- Cc1ncoc1C(=O)Nc1ccccc1-c1ccccc1
  1.0, -3.5, -1.1, 0.5, -3.0, -1.6, -1.7, 1.9, 0.5, -0.6, -4.4
- O=C(N/N=C/c1ccccc1[N+](=O)[O-])c1ccc2c(c1)OCCO2
  2.9, 4.8, 5.6*, -4.2, 23.8*, 6.2*, 0.9, -5.5, 0.9, -8.9, -2.2
- O=C(C[n+]1ccc(C(=O)c2ccccc2)cc1)Nc1ccc(C(F)(F)F)cc1
  -24.7, 1.5, -0.9, 0.9, 2.8, 0.5, 0.0, 0.2, 1.3, -8.0, 5.5
- Cc1ccc(S(=O)(=O)c2ccc(Cl)cc2)cc1S(=O)(=O)N1CCOCC1
  -0.7, -9.4, -0.1, -1.4, 1.4, -0.6, -1.7, -0.2, 1.9, 0.1, 0.9
- CN(C)c1ccc(N/C(=N\S(=O)(=O)c2cccs2)c2ccccc2)cc1
  7.1, 18.3, -0.9, -0.7, -3.4, -2.4, -1.6, -0.2, -1.5, -3.3, 2.4
- O=C(C[N+]1(CC#Cc2ccccc2)CCOCC1)c1ccccc1
  -0.3, -12.4, -0.8, -6.6, -3.6, -1.1, -1.8, -1.6, -0.2, -5.9, -4.3
- CC(=O)c1sc(NC(=O)c2ccc(F)c(F)c2)nc1C
  -1.1, 1.6, 0.6, -0.2, -0.3, 1.0, -1.6, -0.3, 4.8, 3.0, -1.9
- O=C(NCC1CCCO1)c1onc(CSc2cccc3ccccc23)c1C(=O)O (centres undefined)
  -15.2, -2.5, -0.2, -0.3, 0.7, -0.8, -1.1, 0.2, 0.5, -0.9, -2.7
- O=C(C1=C[C@@H](c2csc3ccccc23)C[C@@H](OCc2ccc(CO)cc2)O1)N1CCN(Cc2ccc3c(c2)OCO3)CC1
  -17.8, 0.9, -0.8, -1.7, -1.5, -1.6, -1.5, -0.6, -0.9, -16.9, -14.2
- Cc1cccc(N(CC(=O)NCCSCc2ccccc2)S(C)(=O)=O)c1
  -4.0, -4.2, -1.3, 0.2, -3.2, -1.0, -1.1, -0.5, 0.1, 2.8, 1.4
- CC1(C)CC(=O)C=C(N2CCOCC2)C1
  1.9, -9.8, -0.8, -5.2, 1.0, 0.6, -1.4, -0.8, -0.6, -12.2, -3.6
- CCOc1cc(/C=N/Nc2ncnc(Cl)c2N)ccc1O
  9.2, 3.5, -1.0, 6.3, 3.6, 3.6, -0.9, 0.7, 4.9, -9.6, -5.8
- CSCCC1NC(=O)C(C(C)=Nc2ccccc2)=C1O (centres undefined)
  2.1, 5.7, 0.9, 0.9, -1.1, 0.4, -0.7, 3.1, 3.3, 3.5, 1.2
- COc1ccc(CN2CCC(CNC(=O)NC3CCCCC3)CC2)cc1
  -1.1, 3.8, -0.4, -0.9, -1.4, 0.1, -1.5, -0.6, -0.8, 3.3, 3.4
- Nc1cc([N+](=O)[O-])ccc1OCc1ccccc1
  11.7, -1.2, -0.2, -3.0, 7.6, 0.5, -1.2, 0.7, 6.0, -8.7, 5.2
- Cc1ccc(C2=Nc3ccccc3SC(c3cccc([N+](=O)[O-])c3)C2)cc1 (centres undefined)
  11.8, -1.3, -0.7, -3.9, 0.3, 4.0, -0.3, 0.8, 5.7, -4.1, -2.5
- O=C(Nc1ccccc1)c1ccncc1
  -1.3, 1.6, 0.1, -1.2, -0.8, -0.6, -0.9, -0.6, -0.5, 2.5, 1.4
- O=C(Nc1ccc2c(c1)OCO2)c1cccc2c1C(=O)N(Cc1cccnc1)C2
  -4.7, 4.9, -0.3, -1.0, 0.2, -2.3, -1.0, -1.1, -1.3, -7.4, -6.0
- O=C(NCC1CCCCC1)c1cccnc1
  -1.1, 1.5, 0.6, 1.9, 5.0, 5.5, 0.6, 2.9, 3.2, -6.9, -0.5

Part of the list above in order of SMILES length, descending.
Every second line gives: HGIII-sPLA2 inh, ADAM10 inh, DAX1 inh-1, ADAM17 inh, hgDAF12 agonist, hcDAF12 agonist, ssDAF-12 act, DAX1 inh-2, FXN GAA850 act, PLCb3 inh, PLCg1 inh
- O=C(Nc1ccc2c(c1)OCO2)c1cccc2c1C(=O)N(Cc1cccnc1)C2
  -4.7, 4.9, -0.3, -1.0, 0.2, -2.3, -1.0, -1.1, -1.3, -7.4, -6.0
- COc1ccc(CN2CCC(CNC(=O)NC3CCCCC3)CC2)cc1
  -1.1, 3.8, -0.4, -0.9, -1.4, 0.1, -1.5, -0.6, -0.8, 3.3, 3.4
- Nc1cc([N+](=O)[O-])ccc1OCc1ccccc1
  11.7, -1.2, -0.2, -3.0, 7.6, 0.5, -1.2, 0.7, 6.0, -8.7, 5.2
- O=C(Nc1ccccc1)c1ccncc1
  -1.3, 1.6, 0.1, -1.2, -0.8, -0.6, -0.9, -0.6, -0.5, 2.5, 1.4

More records
Every second line gives: HGIII-sPLA2 inh, ADAM10 inh, DAX1 inh-1, ADAM17 inh, hgDAF12 agonist, hcDAF12 agonist, ssDAF-12 act, DAX1 inh-2, FXN GAA850 act, PLCb3 inh, PLCg1 inh
- Cc1cc2cc3c(cc2nc1SCC(=O)O)CCC3
  -4.3, -8.4, 1.3, -5.3, -0.4, 0.2, -0.9, -0.3, -0.8, -9.2, -2.9
- COc1ccccc1Cc1c(-c2ccc(C)cc2)nc2cc(C)c(Br)c(C)n12
  7.8, -16.7, 3.1, -1.1, 12.2*, 9.9*, 1.9*, x, x, -18.1, -8.7
- CC(=O)Nc1ccc(NC(=O)c2ccnn2C)cc1
  10.4, -3.8, 0.5, -2.8, 1.6, -0.4, -0.3, 1.5, -1.1, -7.3, -1.3
- Cc1ccc(C(=O)OCC(=O)Nc2ccc(C)c(S(=O)(=O)N3CCCCC3)c2)c(O)c1
  4.9, -15.0, -0.2, -3.3, 1.4, -1.4, -0.7, -0.4, -0.1, -0.2, 0.2
- COc1ccc2nc(N3C(=O)CC(Cc4ccc(C)cc4)C3=O)sc2c1 (centres undefined)
  -24.9, 3.5, -0.9, 0.6, 1.0, -0.5, -0.6, -1.6, 2.0, 2.7, 5.7
- COc1ccc(NC(=O)C2CCN(S(C)(=O)=O)CC2)cc1Cl
  5.7, 5.8, 0.2, -5.3, -1.5, -0.7, -0.4, -1.0, 0.8, 5.2, -1.6
- O=C(CN1C(=O)c2ccccc2C1=O)N1CCN(C2c3ccccc3-c3ccccc32)CC1
  3.8, 3.0, -0.5, 3.4, -2.5, -2.1, -0.6, 0.8, 0.2, -1.4, 0.0
- Cc1ccc(N=Cc2sc(O)c3ccccc23)cc1
  -1.1, -0.5, 1.6, 0.0, 9.5, 5.5, 0.3, 3.4, 3.7, -93.6, -74.9
- COc1ccc(NC(=O)CC2SC(N3CCCC3)=NC2=O)cc1Cl (centres undefined)
  4.7, -3.0, -0.6, -0.8, 2.8, 2.2, -0.4, 0.1, 3.1, 3.7, -0.4
- COc1ccc(S(=O)(=O)N2CCN(CC(O)COc3ccc(CC#N)cc3)CC2)cc1OC (centres undefined)
  -6.0, 3.0, -0.6, -1.3, 1.2, -1.5, -0.5, 0.2, 3.9, -6.7, -1.6
- O=C(Nc1ccccc1)N1CCN(Cc2ccc(Cl)cc2)CC1
  -3.3, 9.5, -0.6, 0.5, 0.3, -1.4, -1.9, -1.6, 1.6, 2.7, 3.5
- Cc1cn(C2CCCCC2)c(=O)[nH]c1=O
  13.6, -6.9, 0.0, -5.2, -0.1, -0.4, -1.1, 2.2, 2.2, -0.9, -0.8
- OCC[C@@H]1C[C@H](O)[C@@H](O)[C@@]2(Cc3ccccc3CCO2)O1
  4.9, 1.2, 0.0, 1.8, -2.0, -1.0, -0.7, -0.6, 2.1, 7.5, 0.9
- CCOc1ccc(C(=O)Oc2ccc(NC(C)=O)cc2)cc1
  -6.3, -6.5, 0.8, -3.1, -1.9, -1.2, -2.0, x, x, -4.3, 1.1
- COC(=O)CNC(=O)CNC1(C(=O)NCCc2c[nH]c3ccccc23)CCCCC1
  2.1, -1.7, x, -4.1, 2.1, 2.5, -0.9, x, x, -0.7, 2.0
- O=C(CSc1nnc(-c2ccncc2)n1-c1ccccc1)N1CCN(c2ccc(Cl)cc2)CC1
  -0.3, 3.9, 0.2, 0.2, -1.4, 1.0, -1.4, -1.1, -0.8, 3.6, 0.6
- OC[C@H]1CC[C@@H]2O[C@H](CCc3ccc(-c4ccc(F)cc4)cc3)[C@@H](n3cc(C4CC4)nn3)C[C@@H]2O1
  -7.8, 9.7, -0.7, 2.1, -1.4, -0.6, -1.1, x, x, -2.8, 2.4
- CCOc1ccc(NC(=O)CSc2nc3ccccc3c(=O)n2CCNC(C)=O)cc1
  2.7, -4.8, -0.5, -5.3, -2.3, -0.8, -1.2, -0.3, -1.6, 2.0, -1.2
